TNAP activation fold = human TNAP enzyme activators, primary screen, biochemical, luminescent, no phosphate acceptor, uHTS (AID 1001) | purified TNAP, luminescent activation assay, no phosphate acceptor; higher activation fold means a stronger effect | one-dose activation fold at 20 µM; EC50 in µM for titrated hits | 0.03% of 200,000 active; in the data active = activation fold from about 3, or a potency from the dose series; inactive = the rest, 99 in 100 with activation fold below about 1.6; also: many of its hits are not listed in these tables
P. falciparum M1AAP = malaria alanyl aminopeptidase activity blockers – biochemical, fluorogenic H-Leu-NHMec substrate, 1536-well (AID 1445); recombinant M1AAP, H-Leu-NHMec fluorogenic kinetic assay; higher % means a stronger effect; inhibition, % at 30 µM; hits with a dose series show IC50 in µM; 0.42% of 220,000 active;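 active = primary inhibition above the hit cutoff, then over 50% inhibition at one or more dose response concentrations, cut at about 23% in these data, passing the limit was not always enough; inconclusive = conflicting primary data, or primary hits not chosen for dose response; inactive = low primary inhibition, or under 50% at every dose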;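 also: plate controls were DMSO full reaction for no effect and no enzyme background for full effect; strong numbers were not always called active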
P. falciparum M17LAP = P. falciparum M17LAP inhibitors, primary screen, biochemical, fluorogenic H-Leu-NHMec substrate, 1536-well (AID 1619) | one-dose inhibition, % at 30 µM; IC50 in µM for titrated hits | recombinant M17LAP, H-Leu-NHMec fluorogenic kinetic assay; higher % means a stronger effect | 0.38% of 220,000 active;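 active = compound inhibiting the enzyme by more than half at any dose during confirmatory dose-response retesting; inconclusive = strong single-dose inhibitors picked by rank but not retested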;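 also: plate controls were full reaction with DMSO carrier for no effect and no enzyme background for full effect; strong numbers were not always called active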
K1F lysis inhibition = inhibition of K1F phage lysis, E. coli UTI89, bacterial capsule biogenesis inhibitors, alamar blue (AID 488966). E. coli UTI89 K1F phage lysis, alamar blue, 2 h; higher % means a stronger effect. inhibition, % at 100 µM; hits with a dose series show IC50 in µM. 0.02% of 340,000 active;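 active = phage lysis inhibition, versus mean bacterial control, above a set limit; inconclusive = no clear call, values can overlap the other calls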;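 also: capsule biogenesis inhibitors block K1F phage lysis so surviving cells raise fluorescence; higher fluorescence means more inhibition of phage lysis; actives were called in the ten point dose series up to 300 µM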
PMI inhibition = MPI inhibition at elevated mannose 6-phosphate – biochemical, fluorescence intensity, high mannose 6-phosphate, primary screen (AID 1220); recombinant PMI enzyme, coupled fluorescence intensity; higher % means a stronger effect; inhibition, % at 20 µM, or IC50 in µM where a hit was titrated; 0.66% of 190,000 active
human PMI inhibition = inhibitors of human PMI, primary screen, biochemical, fluorescence intensity, coupled assay (AID 1209); one-dose inhibition, % at 20 µM; IC50 in µM for titrated hits; 0.42% of 190,000 active; purified PMI enzyme, coupled fluorescence intensity; higher % means a stronger effect;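 also: plate controls were DMSO vehicle for no effect and wells lacking substrate for full effect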
RSV CPE inhibition = inhibition of RSV-induced cytopathic effect – HEp-2 cells, primary 10 µM value included (AID 2391); HEp-2 cells, RSV-induced CPE inhibition; higher % means a stronger effect; CPE inhibition, % at 10 µM, or IC50 in µM where a hit was titrated; 0.13% of 310,000 active; in the data active = a potency from the dose series; inconclusive = CPE inhibition mostly from about 23% at the one dose, without a potency; inactive = the rest, 99 in 100 with CPE inhibition below about 21%; also: strong numbers were not always called active
West Nile antiviral = inhibition of WNV-induced cytopathic effect – cell-based, CPE readout (AID 1621) | West Nile virus-infected cells, CPE inhibition; higher % means a stronger effect | 0.02% of 290,000 active | CPE inhibition, % at 10 µM, or IC50 in µM where a hit was titrated; in the data active = a potency from the dose series; inconclusive = CPE inhibition mostly from about 3.7% at the one dose, without a potency; inactive = the rest, 99 in 100 with CPE inhibition below about 2.2%; also: strong numbers were not always called active
T cell modulator = T cell immune modulation candidate. calls only at 7 µM. 2C CD8+ T cell-vesicle binding, flow cytometry; hits give low values. 0.068% of 330,000 active;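 active = response, share of CD8 T cells binding vesicles, and their 90th percentile fluorescence all below set limits, cut at about 80% in these data, passing the limit was not always enough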
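Incubation: binding step 1.5 h, 37 °C, antibody labelling 20 min, ice; system: murine 2C transgenic CD8+ T lymphocytes; technique: cytometric PE anti-B7-1 and Alexa647 anti-CD8 signals after 1% paraformaldehyde fixation; also added: QL9-charged Drosophila Ld/ICAM-1/B7-1 vesicles; control set: naked versus QL9-loaded vesicles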
T cell modulator vesicle-bound % = further read-out of T cell modulator, marked with its call; double positive events, %; measured here: CD8+ vesicle-bound cell fraction;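 binding gate set so that unloaded-vesicle control wells show 10% double positive cells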
* hit, by the source's call; i = inactive; ? = inconclusive; . = not tested or not shown; [ ] = another dose, or the depositor's remark. Rule as the data show it, unless noted: active = inhibition above about 50%; inactive = the rest.

SMILES	TNAP activation fold	P. falciparum M1AAP	P. falciparum M17LAP	K1F lysis inhibition	PMI inhibition	human PMI inhibition	RSV CPE inhibition	West Nile antiviral	T cell modulator	T cell modulator vesicle-bound %
Cc1nc2ccc(NC(=O)COc3ccccc3F)cc2s1	1	6%	6%	0.1%	-3%	-15%	3.1%	0.9%	i	40
COc1ccc(O[C@H]2C=C[C@@H](c3ccccc3)O[C@@H]2CO/N=C(\C)CCN2CCc3nc(-c4ccccc4)c(-c4ccccc4)cc3C2)cc1	1	2%	30%	.	-11%	-23%	6.1%	.	i	59
Cc1c(C)c2ccc(OS(C)(=O)=O)cc2oc1=O	1.1	9%	-5%	-2.2%	4%	-1%	2.8%	0.0%	i	36
Cc1cccc(OCC(=O)Nc2ccc(N3CCN(C(=O)c4ccccc4)CC3)cc2)c1	1.1	0%	6%	2.2%	19%	11%	2.2%	-1.2%	i	39
CCC(C)(C)NC(=O)C(c1ccc(OC)cc1)N(C(=O)CCC(=O)Nc1cc(C)on1)c1ccc2c(c1)OCO2 (stereo not drawn)	.	.	.	-0.8%	.	.	2.9%	-0.7%	i	16
C=CCN(C(=O)c1csnn1)C(C(=O)NC1CCCCC1)c1ccc(F)cc1 (stereo not drawn)	.	.	.	-0.3%	.	.	0.8%	-0.9%	i	21
CCCOc1ccc(C2C(C(=O)OC)=CN(CCOC)C=C2C(=O)OC)cc1	1.2	14%	-81%	0.8%	-1%	8%	0.1%	-0.4%	i	18
CCOC(=O)CCc1c(C)c2c(C)nn(-c3ccccc3)c2[nH]c1=O	1	4%	3%	0.3%	7%	10%	-0.6%	0.2%	i	38
CCC(C)NC(=O)c1ccc2nc(-c3ccc(OC)c(OC)c3)c(-c3ccc(OC)c(OC)c3)nc2c1 (stereo not drawn)	.	.	.	0.1%	.	.	0.9%	?	i	31
O=C(Nc1ccc(Oc2cccnc2)cc1)c1cccc([N+](=O)[O-])c1	1.1	1%	25%	2.5%[50 µM]	4%	5%	22%	-1.6%	i	7
CN(Cc1ccccc1)C(=O)c1c[nH]c2ccc(S(=O)(=O)N3CCOCC3)cc2c1=O	1.1	0%	-41%	1.1%[50 µM]	-6%	-9%	0.9%	-0.1%	i	67
CCC(=O)N1c2ccc(S(=O)(=O)N3CCCC3)cc2CC1C (stereo not drawn)	.	.	.	2.2%	.	.	5.1%	-0.2%	i	15
O=C(O)CCC(=O)Nc1cccc(C(=O)Nc2ccc(Br)cc2)c1	1	1%	-1%	-3.1%	-13%	-11%	2.2%	-0.1%	i	49
Cc1nn(C)cc1C(C(=O)NC1CCCCC1)N(C(=O)Cc1cccs1)c1ccc(F)cc1 (stereo not drawn)	1.1	2%	8%	-1.2%	-5%	6%	0.8%	0.0%	i	29
COc1cc(NC(=O)c2cc(-n3cnnc3)ccc2Cl)cc(OC)c1	1.1	8%	-3%	11%	-2%	2%	1.4%	0.0%	i	35
FC(F)(F)c1cccc(NCc2n[nH]c(=S)n2C2CCCCC2)c1	1.5	4%	0%	-0.8%	13%	22%	13%	-1.0%	i	17
CCOC(=O)C1(CCc2ccccc2)CCN(C(=O)[C@@H]2C[C@@H](C)NC(=S)N2)CC1	0.9	10%	-5%	-0.3%	7%	10%	-1.9%	-1.0%	i	10
O=C(O)c1ccc(Nc2ncnc3ccccc23)cc1	.	.	.	-0.7%[50 µM]	.	.	2.5%	1.2%	i	14
CC(=O)c1cccc(NC(=S)NC(=O)c2ccc(C)cc2)c1	0.9	4%	6%	0.4%	6%	14%	14%	-0.6%	i	56
O=C(NCc1ccccc1)c1cc[n+](CC(=O)c2cccs2)cc1	.	2%	-3%	.	.	.	0.0%	0.1%	i	19
O=C(CS(=O)CC(=O)N(CC(=O)NC1CCCC1)C1CCCCC1)Nc1ccc(F)cc1 (stereo not drawn)	1.1	8%	37%	2.7%	7%	-7%	-1.0%	.	i	23
COc1cc(/C=C2/SC(=O)NC2=O)ccc1OCc1ccccc1	.	.	.	-0.7%	.	.	3.7%	0.3%	i	27
COc1ccc(-c2cn3ccc4ccccc4c3n2)cc1	1.1	1%	9%	1.2%	3%	6%	4.2%	-0.3%	i	9
COc1ccccc1N1CCN(C(=O)c2ccc3c(=O)n(Cc4ccco4)c(=S)[nH]c3c2)CC1	1.1	7%	-6%	-0.1%	5%	0%	-0.8%	0.5%	i	25
CCOc1ccc(-c2nc(CSCC(=O)N3CCN(c4cccc(OC)c4)CC3)c(C)o2)cc1	1.1	8%	-1%	1.6%	18%	16%	9.6%	0.5%	i	14
SMILES	TNAP activation fold	P. falciparum M1AAP	P. falciparum M17LAP	K1F lysis inhibition	PMI inhibition	human PMI inhibition	RSV CPE inhibition	West Nile antiviral	T cell modulator	T cell modulator vesicle-bound %
O=[N+]([O-])c1cc([N+](=O)[O-])c(Oc2ccccc2F)cc1NN1CCCCC1	.	.	.	0.0%	.	.	0.1%	0.0%	i	29
CCC(C)(C)NC(=O)C(c1ccncc1)N(C(=O)c1sc(C)nc1C)c1ccc(C)cc1 (stereo not drawn)	1.1	1%	-6%	1.7%	-4%	3%	-1.7%	-1.0%	i	21
S=c1[nH]nc(-c2ccc3ccccc3n2)o1	1.2	4%	38%	-0.9%	-39%	-26%	-0.6%	-0.2%	i	29
Cc1c(NS(=O)(=O)c2ccc(N=NN(C)C)cc2)c(=O)n(-c2ccccc2)n1C	.	.	.	0.1%	.	.	-0.4%	-0.5%	i	57
NC(=O)COC(=O)CC12CC3CC(CC(Br)(C3)C1)C2	1.1	-3%	-4%	-0.5%	-1%	3%	-0.6%	0.0%	i	19
COc1cccc(CN2CCN(Cc3[nH]c4ccccc4c3C)CC2CCO)c1 (stereo not drawn)	1.1	3%	5%	0.1%	0%	10%	0.7%	-1.8%	i	59
Cc1cc(C)c(S(=O)(=O)c2ccccc2F)c(=O)[nH]1	.	.	.	0.4%	.	.	0.8%	-0.1%	i	54
COc1cc(C(=O)NCC(=O)N/N=C/c2ccco2)cc(OC)c1OC	.	.	.	0.5%	.	.	0.9%	0.1%	i	10
CC1CCN(Cc2nc(Cl)c3c4c(sc3n2)CCC4)CC1	1	10%	-1%	0.3%	-14%	-14%	0.1%	1.1%	i	12
CCC(C)N(C(=O)CCC(=O)Nc1cc(C)on1)C(C(=O)NC(C)(C)C)c1ccccc1Cl (stereo not drawn)	.	.	.	-0.2%	.	.	0.8%	-0.2%	i	16
Cc1cnc(=O)[nH]c1SCC(=O)c1ccc(F)cc1	.	.	.	0.4%	.	.	-2.0%	0.4%	i	24
Oc1[nH]c2c(Cl)cc(Cl)cc2c1N=NC(=S)NCC1CCCO1 (stereo not drawn)	1.5	2%	-4%	1.2%[50 µM]	10%	8%	18%	-1.0%	i	32
Cc1cccc(CCNC(=O)C2CCC(CNc3c(N4CCCC4)c(=O)c3=O)CC2)c1 (stereo not drawn)	1.2	7%	7%	-1.2%	-7%	-4%	2.1%	0.6%	i	29
CCCCNC(=O)CN1C(=O)NC2(CCOc3ccccc32)C1=O (stereo not drawn)	.	.	.	0.0%	.	.	0.3%	-0.3%	i	33
O=C(/C=C/c1ccc(F)cc1)NC(=S)Nc1ccccc1O	.	.	.	2.0%[50 µM]	.	.	0.2%	0.8%	i	19
CC(C)(C)C(=O)Nc1nnc(SCC(=O)NC2CC2)s1	.	.	.	0.3%	.	.	0.1%	0.0%	i	33
Cc1ccc(-c2ccc(S(=O)(=O)N3CCCC3)cc2)cc1	1.1	3%	1%	-0.3%	-6%	-4%	2.8%	-0.1%	i	4
CN(C)Cc1c(C(=O)N/N=C/c2ccncc2)nnn1-c1nonc1N	.	.	.	0.1%	.	.	-0.7%	1.1%	i	25
CCN(C(=O)CN(C)Cc1c(F)cccc1Cl)c1c(N)n(Cc2ccccc2)c(=O)[nH]c1=O	1.1	-5%	-3%	1.7%[50 µM]	-2%	2%	1.5%	0.1%	i	34
Cc1oc(-c2ccc(F)cc2)cc1-c1nn2c(-c3ccoc3C)nnc2s1	1.1	.	.	3.1%	-21%	-25%	2.9%	-0.2%	i	27
Cc1ccc(C)c(S(=O)(=O)NCc2ccc(C(=O)N3CCCCC3C)cc2)c1 (stereo not drawn)	1.1	-3%	4%	0.1%	-4%	-2%	0.5%	-1.4%	i	8
CC(=O)Cn1nnc(-c2ccc(C(F)(F)F)cc2)n1	.	6%	2%	-2.7%	.	.	1.2%	-0.1%	i	12
CCNC(=O)COC(=O)c1cc(C)nc2ccccc12	1.2	0%	-3%	0.1%	12%	7%	1.4%	0.5%	i	22
O=C(O)C1CC=CCC1C(=O)Nc1ccc2c(c1)CCC2 (stereo not drawn)	.	.	.	-0.7%[50 µM]	.	.	1.7%	0.1%	i	24
CC(C)CN(Cc1cc(=O)oc2cc(-c3ccccc3)c(O)cc12)CC(C)C	.	2%	9%	0.2%	.	.	6.6%	?	i	23
SMILES	TNAP activation fold	P. falciparum M1AAP	P. falciparum M17LAP	K1F lysis inhibition	PMI inhibition	human PMI inhibition	RSV CPE inhibition	West Nile antiviral	T cell modulator	T cell modulator vesicle-bound %
CCOC(=O)C1=C(O)/C(=C/c2cccc(OC)c2O)N=C1C	0.7	16%	19%	-1.0%	47%	12%	2.7%	-0.1%	i	46
CCOCCn1cnc2sc(C(=O)NCCCN3CCOCC3)c(C)c2c1=O	.	.	.	-0.1%	.	.	0.4%	-0.1%	i	10
CCOC(=O)c1cc2c(=O)n3ccccc3nc2n(CCCOC)c1=NC(=O)C(C)(C)C	1.1	14%	i	-0.6%	-6%	-2%	2.2%	0.3%	i	63
CCCn1c(=N)n(CC(=O)c2cccs2)c2ccccc21	1.1	2%	0%	3.8%	5%	12%	-0.5%	-1.2%	i	46
COc1ccc(CN2CC(C(=O)NCCCN3CCN(C)CC3)CC2=O)cc1 (stereo not drawn)	1.1	6%	-2%	0.8%	0%	-4%	-1.2%	-0.1%	i	18
CCCCSc1cc(C)nc(N)n1	.	-4%	-3%	-1.7%[50 µM]	.	.	-0.2%	-0.3%	i	22

Screening results from PubChem.

Random draw from the library; about 1.5% have a hit in one of these screens.
